Bioassay records deposited in PubChem by The Scripps Research Institute Molecular Screening Center.
Tn6 DDE FP: DD(E)-Tn6 binding inhibition, primary FP screen. P02675. Fibrin DD(E) TRITC-Tn6 fluorescence polarization displacement. inhibition, % at 8.3 µM. 370,000 compounds, 0.21% hits. AID 720509;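 active = inhibition above a per-campaign cutoff: mean of compounds within control limits plus 3 SD, cut at about 15% in these data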;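 also: 0% = median of all compound wells on the plate and 100% = blocking peptide control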
Tn7 DDE FP: disrupts Tn7 cyclic peptide binding to fibrin D-Dimer-E complex | P02675 | FP displacement of FITC-Tn7 peptide from fibrin DD(E); 0% = median of compound wells per plate | 370,000 compounds, 0.13% hits | inhibition, % at 8.3 µM;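 active = inhibition above the mean of compounds falling within the control limits plus 3 SD of them, cut at about 14% in these data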;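 also: 0% = plate median of compound wells and 100% = 10 µM Aha-Tn7 peptide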
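Assay system: Fibrin-DD(E) protein isolated from polymerized human fibrin clots; read-out basis: percent inhibition; medium: Tris/NaCl/CaCl2 buffer, pH 7.8; signal: FP measurement; incubation: 10 min plus 3 h, room temperature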
LEDGF integ inh: blocks HIV-1 LEDGF/p75-dependent DNA integration. TR-FRET IN-LEDGF/p75 DNA integration, Eu/Cy5. inhibition, % at 3.7 µM. 370,000 compounds, 0.64% hits. AID 743269;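 active = inhibition above the screen-wide mean plus 3 SD, cut at about 13% in these data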;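 also: signal is the Cy5 over europium emission ratio at 671 and 618 nm; 0% = plate median of compound wells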
ARFGAP1 inhibitor: rat ARFGAP1 inhibition; Q62848; Arfgap1-stimulated ARF1 GTP hydrolysis, GDP FP detection; inhibition, % at 16.5 µM; 360,000 compounds, 0.26% hits; AID 651572;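 active = inhibition above a per-plate limit, mean inhibition of low control wells plus 3 SD, cut at about 25% in these data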;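 also: 0% = DMSO wells with enzyme and 100% = wells lacking Arfgap1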
Target sequence (Q62848 1-136 limits assumed): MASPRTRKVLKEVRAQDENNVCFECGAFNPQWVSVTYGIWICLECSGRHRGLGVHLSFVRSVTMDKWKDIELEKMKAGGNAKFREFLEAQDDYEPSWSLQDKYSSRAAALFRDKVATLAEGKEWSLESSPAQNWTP
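Material: rat Arfgap1 GAP domain (His6, aa 1-136), purified enzyme. Also added: human ARF1(Δ1-17)-GTP substrate. Compound dosing: 16.5 µM single point, 1.26% DMSO. Timing: enzyme reaction 120 min at 25 °C after 20 min preincubation. Signal: GDP detection by fluorescence polarization. Read-out basis: percent inhibition of GAP-stimulated GDP formation, scaled between DMSO and no-Arfgap1 medians.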
ADAM10 inh: inhibits human ADAM10. recombinant ADAM10, EDANS/DABCYL FRET peptide cleavage, 3 h. inhibition, % at 7 µM. AID 720582. 370,000 compounds, 0.62% hits;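 active = inhibition above a per-campaign cutoff equal to the mean of compounds falling between control-based bounds plus 3 SD, cut at about 20% in these data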;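 also: 0% = DMSO wells while the 100% control is not disclosed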
ASAP1 GAP inh: inhibitors of human ASAP1 ArfGAP activity; ASAP1-stimulated ARF1 GTP hydrolysis, GDP FP detection; Q9ULH1; inhibition, % at 16.5 µM; AID 624377; 360,000 compounds, 0.19% hits; in the data active = inhibition above about 25%;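 also: 0% = vehicle with enzyme and substrate and 100% = no enzyme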
PLC-gamma1 inh: blocks human PLC-gamma1 enzyme activity. purified PLC-gamma1, fluorogenic substrate, fluorescence. inhibition, % at 12.2 µM. 370,000 compounds, 0.84% hits. AID 720700; in the data active = inhibition above about 9.5%
TDP2 inh: blocks human TDP2 phosphodiesterase activity. O95551. recombinant TDP2, T5PNP hydrolysis, p-nitrophenol absorbance 415 nm. inhibition, % at 12.8 µM. 370,000 compounds, 0.34% hits;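 active = inhibition above the mean of all tested compounds plus 3 SD, set per campaign, cut at about 25% in these data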;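 also: 0% = DMSO with enzyme and 100% = buffer with substrate but no TDP2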
Target sequence (O95551 whole entry, looked up): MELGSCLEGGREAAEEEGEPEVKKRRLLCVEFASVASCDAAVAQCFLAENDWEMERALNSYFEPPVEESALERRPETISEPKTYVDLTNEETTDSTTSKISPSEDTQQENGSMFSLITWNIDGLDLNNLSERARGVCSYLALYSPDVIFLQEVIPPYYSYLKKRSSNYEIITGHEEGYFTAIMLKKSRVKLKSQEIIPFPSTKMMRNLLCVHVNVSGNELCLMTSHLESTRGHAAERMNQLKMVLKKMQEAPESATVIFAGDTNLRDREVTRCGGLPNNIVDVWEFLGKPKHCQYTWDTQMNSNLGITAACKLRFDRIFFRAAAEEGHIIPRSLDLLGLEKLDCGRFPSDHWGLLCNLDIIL
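Incubation: 2 h at 37 °C; Test system: recombinant human TDP2; Quantity: enzyme 120 nM; Read-out basis: percent inhibition; Medium: 50 mM Tris-HCl pH 7.5 with Mg2+, KCl, DTT, BSA; Repeats: single replicate; Compound: 12.8 µM single point, 1% DMSO; Signal: epi absorbance; Reagent: 5 mM T5PNP chromogenic substrate; Benchmarks: no-enzyme high, DMSO-plus-enzyme low.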
proKLK7 act: proKLK7 (human) activation, primary screen; purified proKLK7, EDANS-DABCYL substrate fluorescence; 100% is mature enzyme control, 0% vehicle; 370,000 compounds, 0.9% hits; AID 652039; activation, % at 7 µM;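 active = activation above the mean of all tested compounds plus 3 SD, computed per campaign excluding outliers beyond control limits, cut at about 13% in these data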
ADAM17 inh: ADAM17 inhibition, QFRET primary screen | recombinant ADAM17, EDANS/DABCYL FRET peptide cleavage | inhibition, % at 6.95 µM | 370,000 compounds, 0.83% hits | AID 720648;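 active = inhibition above the mean of compounds lying between control limits plus 3 SD, set per campaign, cut at about 8.5% in these data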;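 also: 0% = DMSO-only wells as the low control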
Target sequence (P78536 215-824 limits assumed): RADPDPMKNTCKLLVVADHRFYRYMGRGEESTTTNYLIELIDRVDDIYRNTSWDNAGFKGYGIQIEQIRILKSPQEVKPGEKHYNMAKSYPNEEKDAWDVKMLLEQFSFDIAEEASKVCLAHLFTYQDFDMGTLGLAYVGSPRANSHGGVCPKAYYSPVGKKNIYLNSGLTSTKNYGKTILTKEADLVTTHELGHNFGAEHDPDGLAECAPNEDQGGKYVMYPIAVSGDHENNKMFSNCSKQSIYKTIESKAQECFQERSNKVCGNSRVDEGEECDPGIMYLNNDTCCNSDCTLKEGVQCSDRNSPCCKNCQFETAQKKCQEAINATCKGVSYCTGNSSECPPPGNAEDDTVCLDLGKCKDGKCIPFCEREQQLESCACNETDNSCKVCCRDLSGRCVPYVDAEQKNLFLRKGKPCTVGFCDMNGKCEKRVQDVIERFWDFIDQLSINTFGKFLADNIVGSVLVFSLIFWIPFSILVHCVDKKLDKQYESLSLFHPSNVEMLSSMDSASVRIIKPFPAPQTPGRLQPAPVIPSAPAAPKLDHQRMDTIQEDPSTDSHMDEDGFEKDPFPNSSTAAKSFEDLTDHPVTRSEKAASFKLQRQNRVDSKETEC
* marks the source's active call; other numbers are inactive results; . = not tested or not shown. Hits appear at their usual frequency; 4.2% or so of the library scored in one or more.

SMILES	Tn6 DDE FP	Tn7 DDE FP	LEDGF integ inh	ARFGAP1 inhibitor	ADAM10 inh	ASAP1 GAP inh	PLC-gamma1 inh	TDP2 inh	proKLK7 act	ADAM17 inh
OCC[C@@H]1C[C@H](O)[C@@H](O)[C@@]2(OCc3ccc4ccccc4c32)O1	-4	7	-4	5	-3	-2	1	6	0.2	-3
CCN(CC)CCNc1ccnc2cc(Cl)ccc12	0	-4	2	8	-17	0	3	10	-0.2	-2
O=C(O)CCC(=O)Nc1cc(C(F)(F)F)cc(C(F)(F)F)c1	-2	6	-3	-5	4	-2	-2	14	0.2	0
Cc1ccc(-n2[nH]c(C)c(/C=N/N3C(=O)c4cccc5cccc(c45)C3=O)c2=O)cc1	-6	2	-1	10	-5	13	5	5	0.1	-4
COc1ccc(Cn2nnnc2CN2CCC(c3nc4ccccc4s3)CC2)cc1	-1	-3	-2	1	9	-11	1	5	1.0	1
COCCCN1C(=O)C(CC(=O)NCCc2ccccn2)CC(C(=O)N2CCOCC2)=C1C (centres undefined)	-2	-2	-8	10	-22	-6	4	-7	0.1	1
COc1ccc(OCCSc2nnc(CCNC(=O)c3ccc(OC)cc3)n2C)cc1	-2	-1	-3	-1	-1	-8	2	-2	0.9	-4
CCn1c(CSCc2ccc(C)cc2)nnc1SCC(=O)N1CCN(c2ccccc2)CC1	-3	5	0	11	-3	4	-1	1	1.0	-6
Cc1c(NC(=O)c2coc(=O)c(Br)c2)c(=O)n(-c2ccccc2)n1C	4	-3	2	3	-290	-2	-50	5	1.9	-94
COCCn1c(SCC(=O)Nc2ccc3c(c2)CCC3)nc2ccccc2c1=O	-3	-2	0	-3	3	-8	2	9	0.2	-4
CC(C)(C)NC(=O)C(c1ccc(OCC(N)=O)cc1)N(C(=O)c1cccnc1)C1CC1 (centres undefined)	5	-1	3	-2	2	17	1	2	0.8	-1
CCCNC(=S)N1CCC(NC(=O)C23CC4CC(CC(C4)C2)C3)CC1	5	6	-7	0	-11	0	1	-1	0.7	-3
Cn1cc(C(=O)c2ccc(Cl)cc2Cl)cc1C(=O)N/N=C(\N)COc1ccccc1	-9	0	-3	10	10	11	-3	-20	0.1	1
CCOc1ccc(N2CC(C(=O)NC3CCCC3)CC2=O)cc1 (centres undefined)	-1	6	-7	0	1	-11	-3	-3	1.1	-3
CCCCCCCCN1C(=O)[C@@H](CC(=O)NCc2cccc(C(F)(F)F)c2)C[C@@]2(C(=O)OC)C1=C[C@H](C(C)(C)C)O[C@@H]2C	-2	-2	-2	8	-7	0	-1	-3	-0.1	-4
CCn1c(C(C)NC(=O)c2ccc(Cl)cc2)n[nH]c1=S (centres undefined)	-5	-1	-6	14	-6	13	2	-7	-0.4	-8
CC(=O)/C(N=Nc1cc(C)ccc1O)=C(\C)O	-1	-7	1	-2	0	7	1	-13	-0.7	0
CCn1c(SCC(=O)N2CCN(c3ccccc3)CC2)nc2c([nH]c3ccccc32)c1=O	4	8	-3	-1	-1	-3	1	0	-0.1	-2
O=C(CSc1nnc(CCCN2C(=O)c3cccc4cccc(c34)C2=O)n1-c1ccccc1)N1CCN(CCO)CC1	8	-3	5	7	-106	-9	-11	0	1.2	-33
COc1ccc(CNC(=O)C2CCCN(c3nccc(C)n3)C2)cc1 (centres undefined)	3	2	23*	14	-27	1	-7	15	-0.2	-12
COCc1cc(C)nc2sc(C(=O)OC)c(N)c12	3	1	-3	5	-42	-4	-369	8	2.3	-10
COC(=O)c1ccc(-c2nc(-c3cccs3)no2)cc1	6	-4	3	9	-3	2	1	-14	-0.5	1
O=C(Nc1cc(C(F)(F)F)ccc1N1CCCC1)C1=COCCO1	0	-2	1	2	-1	12	0	6	-0.2	0
O=C1NC(C(F)(F)F)(C(F)(F)F)N=C2SC=CN12	-2	2	-2	-12	-2	-2	0	5	-0.6	-4
COc1ccc(CCNC(=O)COC(=O)c2cc(OC)c(OC)cc2OC)cc1	-3	-2	0	5	5	-10	0	-11	-1.5	-2

Ordered by the number under ARFGAP1 inhibitor (rising): 3 from the list above
SMILES	Tn6 DDE FP	Tn7 DDE FP	LEDGF integ inh	ARFGAP1 inhibitor	ADAM10 inh	ASAP1 GAP inh	PLC-gamma1 inh	TDP2 inh	proKLK7 act	ADAM17 inh
Cc1c(NC(=O)c2coc(=O)c(Br)c2)c(=O)n(-c2ccccc2)n1C	4	-3	2	3	-290	-2	-50	5	1.9	-94
Cn1cc(C(=O)c2ccc(Cl)cc2Cl)cc1C(=O)N/N=C(\N)COc1ccccc1	-9	0	-3	10	10	11	-3	-20	0.1	1
CCn1c(C(C)NC(=O)c2ccc(Cl)cc2)n[nH]c1=S (centres undefined)	-5	-1	-6	14	-6	13	2	-7	-0.4	-8

Next compounds.
SMILES	Tn6 DDE FP	Tn7 DDE FP	LEDGF integ inh	ARFGAP1 inhibitor	ADAM10 inh	ASAP1 GAP inh	PLC-gamma1 inh	TDP2 inh	proKLK7 act	ADAM17 inh
Cc1cccc(N2CCN(C(=O)NC3CCCCC3)CC2)c1C	-4	-4	8	-2	4	6	3	-5	0.1	1
COc1ccc(NC(=O)c2ccc(-n3cnnn3)cc2)c([N+](=O)[O-])c1	0	-1	0	7	7	-5	-2	2	0.7	0
O=C(CN1C(=O)c2ccc([N+](=O)[O-])cc2C1=O)NCc1ccc(C(=O)O)cc1	-3	-7	2	2	-1	-5	2	14	-0.1	-4
CN1OC[C@@H]2CN(C(=O)CCc3ccccc3)[C@H](c3cccc(N4CCOCC4)c3)C[C@@H]21	-1	6	2	-1	-8	-7	3	-5	-0.3	-5
CC(=O)c1ccccc1NC(=O)COc1ccc(N(C)S(=O)(=O)c2ccc(C)c(C)c2)cc1	2	1	0	-6	-6	-14	-3	-2	0.1	1
O=C(NC1CCCCC1)N(C1=NCCCCC1)c1ccc(Br)cc1	3	-1	0	4	-3	-7	2	5	0.2	-5
O=C(NC1CCCCN(Cc2cccc(Cl)c2)C1=O)c1ccccn1 (centres undefined)	1	-4	-1	.	-4	.	0	-1	0.5	3
Cc1nc2cc(-c3ccccc3)nn2c(C)c1CCC(=O)NC(C)c1ccc2c(c1)OCCO2 (centres undefined)	5	2	-4	-14	-92	-2	-77	1	-0.8	-23
COc1ccc(CCN(Cc2cccs2)S(=O)(=O)c2ccc(C(=O)O)cc2)cc1OC	-8	-5	0	1	4	2	2	7	0.7	-1
COc1ccc(-c2nc(N)ncc2-c2ccccc2)c(O)c1	0	0	1	-7	9	-5	-3	7	0.9	3
CNC(=O)c1sc(-c2ccccc2)nc1C	-2	2	-1	6	-9	5	2	6	0.0	-7
Cc1cccc[n+]1CC(=O)N1c2ccccc2Sc2ccccc21	8	6	-1	8	-3	0	-1	4	-0.3	-3
C=CCc1cccc2cc(C(=O)N(CC)CC)c(=O)oc12	0	-7	2	-3	-15	8	-4	9	0.7	-6
CN(C)S(=O)(=O)n1cnc([C@H]2c3c(ncn3Cc3ccccc3)C[C@H]3COC(=O)[C@@H]32)c1	-4	-5	2	8	9	4	0	11	-0.3	-1
Cc1cc(=O)oc2cc(OCC3CC(c4ccccc4Cl)=NO3)ccc12 (centres undefined)	4	8	9	10	-44	-1	-4	-4	-1.6	-17
CCSc1nnc(NC(=O)C(Cc2ccccc2)n2cccc2)s1 (centres undefined)	-7	-1	4	-1	-1	-6	2	7	-0.1	0
CCNC(=S)NNC(=O)CCn1cc(C)cn1	3	1	2	3	-2	9	3	4	0.4	-1
CC(SCc1ccccc1)C(=O)Nc1ccccc1-c1ccccc1 (centres undefined)	-8	-1	-1	-5	10	3	1	9	0.3	1
CC(NC(=O)C1CCC(C(C)(C)C)CC1)C(c1ccccc1)N1CCOCC1 (centres undefined)	9	-1	-5	12	-4	3	-1	1	-0.1	-2
CCOc1ccc(C(=O)Cc2ccc3oc(C(=O)O)cc3c2)c(O)c1	-3	-2	2	-2	-5	-4	-9	3	0.0	-3
CC(NC(=O)c1ccc(Br)cc1)c1ccccc1 (centres undefined)	1	1	-2	-4	-9	0	-3	0	0.2	0
COc1ccccc1NS(=O)(=O)c1cccc(C(=O)NNC(=O)C(C)NC(=O)c2ccco2)c1 (centres undefined)	-2	1	4	0	1	-4	-2	-2	-0.3	-1
CC1CCN(S(=O)(=O)c2ccc(NC(=O)N3c4ccccc4Sc4ccccc43)cc2)CC1	-9	3	-2	-1	1	6	-1	-7	-0.5	-1
COc1ccc(/C=N/NC(=O)C2C(C=C(Cl)Cl)C2(C)C)c(OC)c1 (centres undefined)	-3	9	-1	8	13	0	1	1	-0.8	0
CCOc1ccccc1C(=O)NCC(=O)OCC(=O)c1c(N)n(C)c(=O)n(C)c1=O	-1	-1	-7	-2	-20	0	6	-16	-0.6	-1
Carrying on:
SMILES	Tn6 DDE FP	Tn7 DDE FP	LEDGF integ inh	ARFGAP1 inhibitor	ADAM10 inh	ASAP1 GAP inh	PLC-gamma1 inh	TDP2 inh	proKLK7 act	ADAM17 inh
O=C(CCCn1c(=O)[nH]c2ccsc2c1=O)N1CCCCC1	-1	-10	2	-8	4	10	0	6	-0.4	-1
O=C1Nc2ccccc2-n2nnnc2C1N1CCN(c2ccc(C(F)(F)F)cn2)CC1 (centres undefined)	6	-2	-1	-9	-8	11	0	-2	-0.7	-4
CC(C)(C)OC(=O)Nc1ccccc1-n1nnnc1C(C(=O)c1ccccc1)N1CCN(c2ccccn2)CC1 (centres undefined)	8	-1	3	1	-29	6	-16	0	-0.7	-5
Cc1ccc(S(=O)(=O)NCC(=O)NCc2ccncc2)cc1	7	-2	3	3	10	11	3	2	-0.5	-2
CCc1cccc(C)c1NC(=O)CSc1nc(-c2ccccc2F)nc2nc[nH]c12	6	2	-2	-10	-23	-1	-20	-9	-0.2	-7
Cc1c(C)n(CCCN(C)C)c2ncnc(Nc3ccccc3)c12	-6	2	-2	0	-2	-10	0	2	-0.3	1
COc1c(Cl)cccc1-c1cn2ccccc2n1	-5	-3	3	-6	-146	-1	-10	17	0.7	-51
CCN(CC)CCCNC(=O)c1ccc(C)c(NC(=O)C2=C(C)OCCS2)c1	6	-1	2	5	9	11	3	-16	0.1	3
NC(=O)C1(c2ccccc2)CCC(=O)N1c1ccccc1 (centres undefined)	3	9	35*	-7	3	-6	2	1	0.2	-5
COc1ccc(CCNC(=O)Cn2cccc2C(=O)c2ccccc2)c(OC)c1	-10	-4	-1	5	-15	2	5	-9	0.6	3
Clc1ncnc2scc(-c3ccc(Br)cc3)c12	-1	3	-4	16	4	-1	3	-6	-0.8	-4
